HCV inh: blocks hepatitis C virus | Huh7.5.1 HCVcc-Cre infection, luciferase reporter, 44 h | Potency, µM (doses to about 41.8 µM), for inactives: at the top dose activity change, negative = inhibition, usual class: inhibitors | hit rate 3.4% among 340,000; further: potency means the concentration at half of the fitted maximal effect
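Infectious HCV cell culture screen: compound-treated cells (1,000/well, pre-plated 4 h) are infected with HCVcc-Cre at roughly 0.5 moi and grown 44 h. Infection is quantified by luciferase signal after 15 min substrate incubation at room temperature.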
HCMV antiviral: inhibitors of human cytomegalovirus. HFF cells, HCMV-luciferase reporter, 72 h; stronger effect = lower value. activity change, negative = inhibition, % at 57.5 µM. hit rate 4.5% among 410,000. AID 1259415; in the data active means activity change below about -60%; inconclusive means no clear call, values can overlap the other calls; inactive means above about -39%
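Human foreskin fibroblasts infected with luciferase-reporter HCMV at MOI 1 PFU/cell, compounds at two doses. Luciferase measured 72 h post infection; normalized to buffer-only basal and Salinomycin (10uM) controls.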
Giardia FBPA inh: blocks Giardia fructose-bisphosphate aldolase activity. purified Giardia FBPA. AID 2451. hit rate 0.71% among 290,000. Potency, µM (doses to about 59.6 µM), inactives show at the highest dose activity, negative = inhibition, hits mostly inhibitors. A8B2U2; further: potency means the concentration at half of the fitted maximal effect; nearly all actives have a fitted effect of over 55% in size
Target sequence (A8B2U2 whole entry, looked up): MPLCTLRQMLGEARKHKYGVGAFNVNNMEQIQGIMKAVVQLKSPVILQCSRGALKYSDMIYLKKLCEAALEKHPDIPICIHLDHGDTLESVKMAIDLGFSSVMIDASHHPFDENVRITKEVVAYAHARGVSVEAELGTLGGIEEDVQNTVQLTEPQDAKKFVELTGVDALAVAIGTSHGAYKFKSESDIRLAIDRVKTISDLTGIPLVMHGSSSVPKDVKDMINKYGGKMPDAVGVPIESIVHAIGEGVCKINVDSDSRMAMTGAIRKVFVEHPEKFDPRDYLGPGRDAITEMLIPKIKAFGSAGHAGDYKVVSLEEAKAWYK
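40 nM FBPA preincubated 10 min at RT with compound (up to 57.5 uM final), then substrate plus GAPDH/TPI/NAD/arsenate coupling and diaphorase/resazurin added. Fluorescence read after 20 min at RT, 525/598 nm.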
AmpC no deterg: inhibitors of E. coli AmpC beta-lactamase without detergent; P00811; AmpC nitrocefin hydrolysis, absorbance 480 nm, 0.0001% Triton; Potency, µM (top dose mostly 57.1 µM), for the others: top-dose activity change, negative = inhibition, usual class: inhibitors; hit rate 0.52% among 330,000; AID 485341;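 further: potency means the concentration at half of the fitted maximal effect; plate controls were no compound for no effect and no enzyme for full effect; nearly all actives have a fitted effect of over 20% in size; some results filed as inactive show a strong effect at the top dose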
Target sequence (P00811 whole entry, looked up): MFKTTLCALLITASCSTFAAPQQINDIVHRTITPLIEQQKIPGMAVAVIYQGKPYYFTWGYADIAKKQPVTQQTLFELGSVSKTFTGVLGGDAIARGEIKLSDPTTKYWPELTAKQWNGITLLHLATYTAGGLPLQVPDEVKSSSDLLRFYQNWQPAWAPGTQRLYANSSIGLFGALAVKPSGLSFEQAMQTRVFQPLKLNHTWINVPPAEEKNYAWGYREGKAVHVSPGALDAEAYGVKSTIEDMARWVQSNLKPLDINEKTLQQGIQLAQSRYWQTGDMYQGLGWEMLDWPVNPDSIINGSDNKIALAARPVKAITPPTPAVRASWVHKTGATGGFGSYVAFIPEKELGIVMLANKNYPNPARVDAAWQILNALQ
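AmpC (5.3 nM in the dispensed reagent) in 20 mM phosphate pH 7.0 with 0.01% (detergent screen) or 0.0001% Triton X-100 was preincubated with compounds for 15 min at room temperature. Nitrocefin was then added from an 800 uM solution, and hydrolysis was followed at 480 nm.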
AmpC inh detg: AmpC beta-lactamase inhibition with detergent present; P00811; AmpC hydrolysis of nitrocefin, absorbance 480 nm, 0.01% Triton; Potency, µM (titrated, usually from 114 µM), inactives show top-dose activity change, negative = inhibition, actives largely listed as inhibitors; hit rate 0.041% among 370,000;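 further: potency means the concentration at half of the fitted maximal effect; 0% = no-compound wells and -100% = no-enzyme wells; nearly all actives have a fitted effect of over 25% in size; some results filed as inactive show a strong effect at the top dose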
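AmpC (5.3 nM in the dispensed reagent) in 20 mM phosphate pH 7.0 with 0.01% (detergent screen) or 0.0001% Triton X-100 was preincubated with compounds for 15 min at room temperature. Nitrocefin was then added from an 800 uM solution, and hydrolysis was followed at 480 nm.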
Sm TGR inh: inhibitors of Schistosoma mansoni thioredoxin glutathione reductase | hit rate 3% among 360,000 | purified TGR, DTNB reduction, TNB absorbance 405 nm | Potency, µM (top dose mostly 114 µM), inactives show at the top dose activity change, negative = inhibition, usual class: inhibitors | AID 485364; further: potency means the concentration at half of the fitted maximal effect; nearly all actives have a fitted effect of over 60% in size
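TGR 20 nM + NADPH 100 uM (dispensed conc.), cpd preinc 15 min RT; start with NADPH (500 uM addition) then DTNB (15 mM addition). Kinetic TNB absorbance, 405 nm filter. Four-parameter Hill fit across titration.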
Numbers without * were called inactive; ? = inconclusive; nt = not tested or not shown; & = joins results of further samples; [ ] = remark or other dose. Unless noted, the call rests on the fitted dose curve; in most records, active means well fitted curve in the direction sought with a large enough effect; inconclusive means small, poorly fitted or top-dose-only effect, or another doubt; inactive means no such curve, though single readings can be large; an effect the other way counts as inactive or inconclusive. Unless noted, on the % scale 0 is the no-effect control and ±100 the full control effect. Compounds were not picked by outcome; overall some 9.9% were active at least once.

Second line of a record – HCV inh, AmpC inh detg, Sm TGR inh, AmpC no deterg, Giardia FBPA inh, HCMV antiviral
COc1ccc(N2C(=O)C(CC(=O)Nc3ccc(F)cc3)N(CCc3cccs3)C2=O)cc1 (stereo not drawn)
 : ?, -25%, -14%, -24%, -6%, 32
COc1cc2c(C(=O)O)c(C)n(C)c2c2ccccc12
 : -2%, -2%, -34%, -17%, 11%, -25
O=C(CC1N=C2c3ccccc3N=C(SCC(=O)Nc3ccc(F)cc3)N2C1=O)NCc1ccco1 (stereo not drawn)
 : nt, 0%, -16%, nt, nt, -1
COc1ccccc1-c1noc(CSc2nnc(-c3ccccc3)n2-c2ccc(C)c(C)c2)n1
 : nt, -2%, 5%, nt, nt, 5
CC(=O)Nc1ccc(-c2nnc(SCc3ccccc3C#N)n2C)cc1
 : -1%, -2%, -13%, 0%, -3%, -9
CC(C)[C@H](NC(=O)[C@@H]1CSC2c3ccccc3C(=O)N21)C(=O)NCc1ccco1 (stereo partly drawn)
 : -7%, -7%, 45µM*, -37%, -7%, -20
Cc1cccc(N(C(=O)c2ccco2)C(C(=O)NC2CCCC2)c2cccnc2)c1C (stereo not drawn)
 : 12%, -5%, -11%, 13%, 9%, -20
CCSc1nnc2c3cc(CC)ccc3n(C)c2n1
 : 4%, -8%, 7%, -12%, 17%, nt
COc1ccc(S(=O)(=O)N2Cc3ccccc3CC2C(=O)Nc2ccc(O)cc2)cc1OC (stereo not drawn)
 : -15%&17%, ?, -7%, 0.71µM*, -2%, 25
CNc1c(NS(=O)(=O)c2ccc(Cl)s2)c(=O)oc2ccccc12
 : -10%, -2%, 1%, -18%, -3%, -2
COc1cc(/C=C(\C#N)C(=O)NCc2cccs2)ccc1O
 : 8%, ?, -17%, -41%, -3%, -18
COc1ccc(CCNC(=S)NC(=O)c2ccccc2)cc1C
 : ?, -6%, 3.5µM*, 11µM*, -11%, -26
C/C=C(\C)CN1CCC(n2nccc2NC(=O)CCCc2ccccc2)CC1
 : nt, 4%, -2%, 2%, nt, 17
COc1cccc(NC(=O)c2oc3ccccc3c2NC(=O)c2ccc3c(c2)OCO3)c1
 : -29%, 0%, -13%, -20%, -2%, 21
O=C(Nc1ccccc1Cl)C1(c2ccccc2)CC1(Cl)Cl (stereo not drawn)
 : 6%, ?, 3%, -33%, 0%, -18
C=CCOC(=O)/C(=C\c1ccccc1)NC(=O)c1ccco1
 : 2%, -10%, 1%, -2%, 1%, -12
O=C(Cn1c(=S)[nH]c2ccccc2c1=O)N1CCN(c2ccc(F)cc2)CC1
 : -13%, 1%, -4%, -24%, -3%, 1
Cc1cc(NC(=O)CSc2n[nH]c(-c3cccs3)n2)no1
 : -26%, 2%, -27%, -14%, -12%, 34
Cc1cc(C)c(/C=C/c2onc(C)c2S(=O)(=O)N2CCC(C(=O)N3CCN(c4ccccc4)CC3)CC2)c(C)c1
 : nt, 9%, 3%, nt, nt, 30
COc1c(C)cc(Br)cc1C(=O)Nc1ccccc1C
 : ?, 1%, nt, -27%, -4%, ?
CCNC(=S)NNC(=O)CCn1cc(C)cn1
 : -4%, 3%, 18%, -6%, -3%, -22
CCCCCCc1ccc(OCC(=O)O)cc1OCC(=O)O
 : -6%, -21%, 4%, -32%, ?, 13
Cn1c(N)c(C(=O)COC(=O)CCC(=O)c2cccs2)c(=O)n(C)c1=O
 : 5%, ?, 0%, -2%, -3%, -23
OCCN(CCO)CC(O)COc1ccc(C23CC4CC(CC(C4)C2)C3)cc1 (stereo not drawn)
 : ?, -5%, -1%, 247%[activator], -5%, -62*
COc1cc(-c2nnc(NC(=O)CS(=O)(=O)c3ccc(C)cc3)o2)cc(OC)c1OC
 : 6%, -19%, 3%, -25%, nt, 9
Cc1nonc1OCCn1nnnc1N
 : -7%, -14%, -5%, -19%, 5%, 31
O=C(CCN1C(=O)COc2ccccc21)NCCN1CCc2ccccc2C1
 : -16%, 2%, 14%, -1%, ?, -2
COc1ccc(NC(=O)c2cnn3c(C(F)(F)F)cc(-c4ccco4)nc23)cc1OC
 : -18%, 0%, 8%, -18%, -1%, -11
O=C(Cn1nnc(-c2ccccc2)n1)N1CCN(c2ccc(F)cc2)CC1
 : ?, ?, -2%, -12%, 2%, -16
Cc1ccc(S(=O)(=O)N2CCOCC2)cc1C(=O)OC(C)C(=O)NC1CCCC1 (stereo not drawn)
 : 8%, 6%, -3%, -1%, nt, -7

Compound profiles, as listed above. Order of screens: HCV inh | AmpC inh detg | Sm TGR inh | AmpC no deterg | Giardia FBPA inh | HCMV antiviral
Cn1c(N)c(C(=O)COC(=O)CCC(=O)c2cccs2)c(=O)n(C)c1=O is entered as 5% | ? | 0% | -2% | -3% | -23
O=C(Nc1ccccc1Cl)C1(c2ccccc2)CC1(Cl)Cl (stereo not drawn) is entered as 6% | ? | 3% | -33% | 0% | -18

The list continues:
Second line of a record – HCV inh, AmpC inh detg, Sm TGR inh, AmpC no deterg, Giardia FBPA inh, HCMV antiviral
COc1ccc(N=C(NN)c2ccc3ccccc3n2)cc1
 : 6%, -8%, 3%, -8%, -27%, -89*
CCOc1ccc(N2C(=O)C3C(c4ccc(OC)cc4OC)NC(CCSC)(C(=O)OC)C3C2=O)cc1 (stereo not drawn)
 : 0%, ?, 3%, 115%[activator], -3%, 12
COC(=O)c1ccc(CN2CCC(CO)(CCOc3ccccc3)CC2)cc1
 : -27%, -15%, -3%, 68%[activator], 3%, 0
O=C(NCc1ccc(Cl)cc1)C1CCN(c2ncnc3c2nc2n3CCCCC2)CC1
 : nt, -1%, 0%, nt, nt, 27
Cn1c(-c2ccc3c(c2)OCO3)cnc1NCc1ccc(Cl)cc1
 : -7%, ?, 4%, -27%, -23%, 4
O=C(NCC(c1cccs1)N1CCOCC1)c1ccccc1NS(=O)(=O)c1ccc(Br)cc1 (stereo not drawn)
 : -24%, -10%, 0%, -6%, 1%, 1
Cc1ccc(S(=O)(=O)Nc2ccc(NC(=O)Nc3ccc(F)cc3F)cc2)cc1
 : ?, -5%, 5%, -45%, -7%, -10
COc1cc(OC)cc(C(=O)NCC2CCCN(C(=O)c3csc(C)n3)C2)c1 (stereo not drawn)
 : 7%, -17%, -7%, -3%, 3%, 7
CCN(CC)CCN1C(=O)C2C(C(=O)Nc3cccc(SC)c3)C3C=CC2(O3)C1C(=O)NC1CCCC(C)C1C (stereo not drawn)
 : 3%, 1%, -12%, 51%, 4%, 3
Cc1ccc(Cl)cc1NC(=O)c1ccc(-c2nc(CSc3ccccc3)c(C)o2)cc1
 : nt, 14%, -5%, nt, nt, ?
CCOC(=O)c1c(C)c(C(=O)NCc2ccccn2)c(C)n1CC
 : 4%, -1%, -2%, -14%, -3%, 12
CC(C)CCNC(=O)c1cc(-c2cccnc2)nc2ccc(S(=O)(=O)N3CCC(C)CC3)cc12
 : nt, 3%, 10%, nt, nt, 33
Cc1ccc(NS(=O)(=O)c2ccc(CCC(=O)NCCO)cc2)cc1
 : 20%, -6%, 3%, -11%, -1%, 2
CCCCC1(COC(=O)CCC(=O)O)C(=O)N(c2ccccc2)N(c2ccccc2)C1=O
 : -1%, ?, -15%, -13%, 4%, -22
CC1CCc2nc3ncn(Cc4cccc(F)c4)c(=O)c3cc2C1 (stereo not drawn)
 : nt, 2%, -1%, nt, nt, 42
CN(C)CCCNc1nc(-c2ccc(Cl)cc2)nc2ccccc12
 : ?, -10%, 9%, 12%, 7%, 71
COc1ccc2c(c1)CC(C(=O)Nc1cccc(C)c1C)CO2 (stereo not drawn)
 : nt, -5%, 0%, nt, nt, -16
COc1ccc(CN2C(=NC(=O)COc3ccccc3)SC3CS(=O)(=O)CC32)cc1 (stereo not drawn)
 : 2%, -4%, -3%, -22%, nt, -33
CCC(C)c1ccc(-n2c(=O)c3ccccc3n3c(=S)[nH]nc23)cc1 (stereo not drawn)
 : -4%, -14%, 16%, -20%, 8%, 0
Cc1ccc(-n2c(=O)c3c4c(sc3n(Cc3ccccc3F)c2=O)CCC4)cc1C
 : nt, 5%, 7%, nt, nt, 12
O=[N+]([O-])c1ccc(OCC(O)CN2CCN(c3ccccc3F)CC2)cc1 (stereo not drawn)
 : 1%, ?, -18%, -37%, 6%, -11
COc1ccc(/C=N/NC(=O)COc2cccc3ccccc23)c(C(=O)O)c1OC
 : 0%, 11%, 0%, 2%, -11%, 54
COc1ccccc1C(=O)Nc1ccc2c(c1)nc1n2CCSC1
 : -18%, 1%, -1%, -15%, -9%, 8
FC(F)(F)c1ccc(C2[C@H]3CN(CC4CCCCC4)[C@H](c4ccccc4)C34CC2(c2cccnc2)C4)cc1 (stereo partly drawn)
 : -7%, -4%, -29%, 84%[activator], 0%&0%, -20
CN1C[N+]([O-])=C(c2ccccc2)C1(C)C
 : 16%, -9%, -15%[11.4 µM], -16%, 7%, 6
COCCN(C(=O)Nc1ccccc1)c1ccccc1
 : -4%, 0%, 1%, -4%, 0%, -8
O=[N+]([O-])c1cc(S(=O)(=O)N2CCCC2)ccc1N/N=C/c1cccs1
 : 7%, -2%, 5%, -7%, 4%, 30
Cc1ccc(/C=C2\SC(=O)N(CCNC(=O)C3CSC4(C)CCC(=O)N34)C2=O)cc1 (stereo not drawn)
 : 4%, ?, -12%, 156%[activator], nt, ?
O=C(CN1CCN(S(=O)(=O)c2cccc(Cl)c2)CC1)NCC1(N2CCOCC2)CCCCC1
 : -14%, -4%, -15%, 88%[activator], nt, -11
COc1cc(/C=C/C(=O)O)cc(S(=O)(=O)N(CC(C)C)CC(C)C)c1OC
 : 8%, -2%, -14%, -34%, 16%, -19
Cc1oc(C(=O)O)cc1CSCc1cc(C(=O)O)c(C)o1
 : 6%, 2%, 45µM*, 3%, -30%, 24
Cc1csc(-c2cnn(-c3ccccc3)c2NC(=O)c2cccc(F)c2)n1
 : -14%, -8%, 6%, -9%, 2%, nt

Structural class: those above with a thiophene ring, fused or not
Second line of a record – HCV inh, AmpC inh detg, Sm TGR inh, AmpC no deterg, Giardia FBPA inh, HCMV antiviral
COc1ccc(N2C(=O)C(CC(=O)Nc3ccc(F)cc3)N(CCc3cccs3)C2=O)cc1 (stereo not drawn)
 : ?, -25%, -14%, -24%, -6%, 32
CNc1c(NS(=O)(=O)c2ccc(Cl)s2)c(=O)oc2ccccc12
 : -10%, -2%, 1%, -18%, -3%, -2
COc1cc(/C=C(\C#N)C(=O)NCc2cccs2)ccc1O
 : 8%, ?, -17%, -41%, -3%, -18
Cc1cc(NC(=O)CSc2n[nH]c(-c3cccs3)n2)no1
 : -26%, 2%, -27%, -14%, -12%, 34
Cn1c(N)c(C(=O)COC(=O)CCC(=O)c2cccs2)c(=O)n(C)c1=O
 : 5%, ?, 0%, -2%, -3%, -23
O=C(NCC(c1cccs1)N1CCOCC1)c1ccccc1NS(=O)(=O)c1ccc(Br)cc1 (stereo not drawn)
 : -24%, -10%, 0%, -6%, 1%, 1
Cc1ccc(-n2c(=O)c3c4c(sc3n(Cc3ccccc3F)c2=O)CCC4)cc1C
 : nt, 5%, 7%, nt, nt, 12
O=[N+]([O-])c1cc(S(=O)(=O)N2CCCC2)ccc1N/N=C/c1cccs1
 : 7%, -2%, 5%, -7%, 4%, 30
